Screening data (PubChem BioAssay)
CSN deneddyl inh: CSN deneddylation inhibition; hit rate 0.38% among 360,000; AID 651999; inhibition, % at 12.5 µM; Q92905; Purified CSN, SCF-Nedd8-OG deneddylation, fluorescence polarization;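 active = pattern-corrected inhibition above about 35%, with an unprinted fluorescence ratio check between 0.5 and 1.5, limit read from the data, passing the limit was not always enough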;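 note: 0% = enzyme with substrate and 100% = substrate without enzyme; some results filed as inactive read as strong as hits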
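Assay system: purified human Csn5 enzyme expressed in HEK293T cells; measure: % inhibition; also added: SCFSkp2-Nedd8OG substrate at 10 nM final; technique: fluorescence polarization; times: reaction 90 min, room temperature; medium: Tris buffer pH 7.5, NaCl, DTT, Tween-20, trehalose, ovalbumin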
Tb MetRS inh: Trypanosoma brucei MetRS inhibition. inhibition, % at 11.9 µM. purified T. brucei MetRS, ATP depletion, Kinase-Glo luminescence. AID 624268. hit rate 0.4% among 360,000;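 active = inhibition above a per-plate cutoff of the control wells' mean inhibition plus 3 SD, cut at about 5.5% in these data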;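 note: 0% = DMSO wells median and 100% = median of wells with control inhibitor compound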
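Material: parasite MetRS enzyme / Replication: singlicate, one well per compound / Signal: luminescence of leftover ATP / Schedule: 2 h aminoacylation at 25 °C after 15 min preincubation / Medium: HEPES-MgCl2-KCl buffer plus DTT, spermine, BSA, pyrophosphatase / Doses: 11.9 µM single point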
LMPTP block: LMPTP (human) inhibition; P24666; recombinant LMPTP-A, OMFP fluorogenic substrate, fluorescence intensity; inhibition, % at 20 µM; hit rate 0.22% among 360,000; AID 651560;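 active = compounds that cut the enzyme signal by at least half of the control window in the single-dose screen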;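 note: plate controls were DMSO wells with enzyme plus substrate for no effect and substrate without enzyme for full effect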
Target sequence (P24666 whole entry, looked up): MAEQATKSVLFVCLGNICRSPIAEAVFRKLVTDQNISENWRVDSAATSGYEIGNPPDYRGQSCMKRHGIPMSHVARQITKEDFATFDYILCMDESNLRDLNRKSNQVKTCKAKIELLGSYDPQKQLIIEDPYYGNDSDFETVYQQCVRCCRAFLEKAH
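test system = LMPTP-A | amount = 0.625 nM LMPTP-A final | reagent = fluorogenic phosphatase substrate OMFP at 400 µM final | incubation = 50 min at room temperature | benchmarks = no-enzyme low control, uninhibited high control | medium = Bis-Tris pH 6.0, DTT, detergent | signal = fluorescence intensity of OMFP turnover product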
Scp1 inh: inhibitors of human Scp-1 phosphatase. hit rate 0.88% among 340,000. Recombinant Scp1, phosphopeptide, malachite green phosphate absorbance. inhibition, % at 20 µM;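 active = inhibition above about 50% at 20 µM, limit read from the data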;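 note: plate controls were DMSO wells with enzyme for no effect and wells lacking enzyme for full effect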
Target sequence (Q9GZU7 76-261 limits assumed): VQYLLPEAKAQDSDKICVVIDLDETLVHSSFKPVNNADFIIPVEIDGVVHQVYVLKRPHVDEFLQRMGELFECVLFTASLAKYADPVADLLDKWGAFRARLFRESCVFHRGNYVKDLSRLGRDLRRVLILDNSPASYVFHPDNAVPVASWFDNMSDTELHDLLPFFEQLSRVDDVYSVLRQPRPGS
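Test system – truncated SCP-1 phosphatase (76-261aa) · Reagent – Phosphorylated 17-residue peptide substrate · Incubation – 45 min room-temperature reaction, 5 min colour, 30 min stabiliser · Detection – colorimetric phosphate reagent with accelerator and stabiliser, absorbance at 630 nm · Measure – % inhibition at 20 µM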
STEP block: STEP (human) phosphatase inhibition; inhibition, % at 20 µM; hit rate 0.25% among 360,000; recombinant STEP, OMFP fluorogenic substrate, fluorescence; P54829;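 active = inhibition at 20 µM, scaled per plate between control wells, above about 37%, limit read from the data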;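 note: 0% = DMSO with enzyme and substrate and 100% = substrate only without enzyme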
Target sequence (P54829 whole entry, looked up): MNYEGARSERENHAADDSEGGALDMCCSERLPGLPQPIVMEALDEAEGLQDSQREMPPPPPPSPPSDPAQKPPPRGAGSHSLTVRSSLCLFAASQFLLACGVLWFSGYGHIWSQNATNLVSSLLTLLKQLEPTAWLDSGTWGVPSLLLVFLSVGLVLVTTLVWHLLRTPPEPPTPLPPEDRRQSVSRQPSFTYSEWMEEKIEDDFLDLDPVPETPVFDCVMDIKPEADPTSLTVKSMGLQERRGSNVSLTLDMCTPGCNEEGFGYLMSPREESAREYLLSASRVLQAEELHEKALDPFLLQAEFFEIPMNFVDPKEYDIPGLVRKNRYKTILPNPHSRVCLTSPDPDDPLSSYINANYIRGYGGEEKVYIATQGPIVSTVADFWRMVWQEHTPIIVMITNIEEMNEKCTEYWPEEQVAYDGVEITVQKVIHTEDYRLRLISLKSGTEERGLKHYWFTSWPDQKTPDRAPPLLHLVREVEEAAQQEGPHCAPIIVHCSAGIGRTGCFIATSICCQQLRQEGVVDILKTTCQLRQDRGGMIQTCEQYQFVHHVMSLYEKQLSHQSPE
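Material: STEP (striatal-enriched tyrosine phosphatase) enzyme, cell-free; Compound dosing: 20 µM single dose in 1% DMSO; Technique: fluorescence read at 480 nm ex / 540 nm em; Times: reaction 20 min, ambient temperature; Medium: 50 mM Bis-Tris pH 6.0 with 2.5 mM DTT and 0.005% Tween 20; Also added: OMFP at 25 µM.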
MLLE-PAM2 inh: inhibitors of microRNA-mediated deadenylation, human PABP1 MLLE binding; inhibition, % at 20 µM; GST-MLLE / FITC-PAM2 fluorescence polarization; hit rate 0.36% among 360,000; P11940; in the data active = inhibition above about 35%, passing the limit was not always enough;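 note: plate controls were DMSO wells with GST-MLLE for no effect and wells lacking GST-MLLE protein for full effect; some results filed as inactive read as strong as hits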
DNMT1 block: blocks human DNA methyltransferase DNMT1; DNMT1 molecular beacon, Hinp1I cleavage, fluorescence; AID 588458; P26358; hit rate 0.83% among 360,000; inhibition (reported as % activation of signal), % at 10 µM; in the data active = inhibition above about 50%
SUMO1-SIM PPI: alters human SUMO1 binding to SIM partners | P63165 | inhibition, % at 20 µM | SUMO1 binding to a labelled peptide, TR-FRET, 1 h | hit rate 0.33% among 360,000; in the data active = inhibition above about 37%
Target sequence (P63165 whole entry, looked up): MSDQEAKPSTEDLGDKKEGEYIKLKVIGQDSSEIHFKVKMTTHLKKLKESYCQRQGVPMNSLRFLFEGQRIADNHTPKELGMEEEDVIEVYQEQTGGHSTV
NadD inh: NadD (S. aureus) enzyme inhibition | AID 602399 | purified NadD enzyme, colorimetric absorbance read-out | inhibition, % at 20 µM | hit rate 0.78% among 360,000; in the data active = inhibition above about 26%; note: some compounds past the cut are filed as inactive
Rpn11 block: inhibitors of human proteasome Rpn11; O00487; human 26S proteasome, Ub4-pepOG fluorescence polarization; 20S core pre-blocked with epoxomicin; calls only at 20 µM; hit rate 0.59% among 360,000;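 active = inhibition at 20 µM, scaled to each plate's controls, above about 33%, limit read from the data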
* = called active by the depositor; i = inactive; · = not tested or not shown.

Compound,CSN deneddyl inh,Tb MetRS inh,LMPTP block,Scp1 inh,STEP block,MLLE-PAM2 inh,DNMT1 block,SUMO1-SIM PPI,NadD inh,Rpn11 block
Cc1nn(-c2ccc(N3CCCCC3)nn2)c(C)c1CCC(=O)Nc1ccc(F)cc1,-3,-0.7,0.2,-9,0,-5,0,-11,-1,i
O=S(=O)(NCc1ccccn1)c1ccc(F)cc1,-3,-1.0,-1.6,-4,-1,-2,2,-1,-5,i
O=C1CSC2(C(=O)N3CCCc4cccc2c43)N1c1cccc(C(F)(F)F)c1 (centres undefined),3,-0.4,0.0,-1,-1,-6,0,-2,-6,i
Cc1ccc(C(=O)Nc2cccc(-c3cnc4ccccc4n3)c2)cc1,-2,-0.4,-1.1,-9,-1,4,9,-3,-10,i
Cc1cccc(CN2CCN(CC(=O)N3CCCC3)C2=O)c1,5,0.6,-0.9,2,2,0,0,-1,1,i
CCCCOc1ccc(/C(O)=C2/C(=O)C(=O)N(CCN(C)C)C2c2ccc(O)c(OC)c2)cc1 (centres undefined),1,-0.1,-1.4,-6,5,2,0,-4,0,i
C=CCN1C(=O)CSC1=Nc1ccc(O)cc1,-1,-1.1,-0.4,-4,-4,3,1,0,-1,i
CCCCn1c(=NC(=O)c2cccnc2)c(C(=O)OCC)cc2c(=O)n3ccccc3nc21,-1,-0.2,-0.9,-2,-1,-4,-2,-17,2,i
COC(=O)C1=CN(CC2CCCO2)C=C(C(=O)OC)C1c1cccc(O)c1 (centres undefined),-3,0.7,-0.8,1,0,-1,3,-7,0,i
CCC(=O)N1CCc2cc(S(=O)(=O)NCCC(=O)Nc3cc(C)cc(C)c3)ccc21,-6,-0.1,-1.2,-3,-3,0,-2,6,0,i

The closing 3 compounds of the section before come first, to join the parts:
Compound,CSN deneddyl inh,Tb MetRS inh,LMPTP block,Scp1 inh,STEP block,MLLE-PAM2 inh,DNMT1 block,SUMO1-SIM PPI,NadD inh,Rpn11 block
CCCCn1c(=NC(=O)c2cccnc2)c(C(=O)OCC)cc2c(=O)n3ccccc3nc21,-1,-0.2,-0.9,-2,-1,-4,-2,-17,2,i
COC(=O)C1=CN(CC2CCCO2)C=C(C(=O)OC)C1c1cccc(O)c1 (centres undefined),-3,0.7,-0.8,1,0,-1,3,-7,0,i
CCC(=O)N1CCc2cc(S(=O)(=O)NCCC(=O)Nc3cc(C)cc(C)c3)ccc21,-6,-0.1,-1.2,-3,-3,0,-2,6,0,i
Oc1ccc2c(c1)C1CCCC1(N1CCOCC1)O2 (centres undefined),-2,0.1,9.0,-3,3,9,-2,0,-6,i
Cc1cc(C(=O)COC(=O)c2ccc(N)c([N+](=O)[O-])c2)c(C)n1-c1ccc2c(c1)OCO2,1,-0.6,0.1,-9,-2,4,-13,-6,20,i
CCOCCn1c(CN2CCCCC2)nc2c1c(=O)n(C)c(=O)n2C,-2,-0.9,-1.3,-7,-2,-1,2,-1,-5,i
O=C(NCCc1ccccc1)C1CCN(S(=O)(=O)c2ccc(-c3nn[nH]n3)cc2)CC1,2,0.0,0.4,-18,-4,6,-1,-2,4,i
Cc1ccc2c(CC(=O)OCC(=O)Nc3ccc(Cl)cn3)coc2c1,8,1.4,1.2,-2,0,-3,-6,-2,-7,i
COc1ccc(S(=O)(=O)N=C2C=C(C)C(=O)C(C)=C2)cc1,-8,-0.1,0.1,-7,45*,36,-8,-2,20,i
COCCCNC(=S)N1CCCN(c2nc3cc(C)ccc3cc2C#N)CC1,7,-0.1,-0.7,-8,2,-112,-17,22,-2,i
Cn1c(CNc2ccccc2)cc(=O)n(C)c1=O,3,0.0,-0.5,0,0,-16,1,-1,-1,i
COc1cccc(-n2cn[nH]c2=S)c1,-4,-0.1,-2.0,-4,-1,-10,1,2,-3,i
N#Cc1c(SCC(=O)O)nc(N2CCCCC2)c2c1CCCC2,4,0.1,-1.3,1,2,0,0,7,1,i

Carrying on.
Compound,CSN deneddyl inh,Tb MetRS inh,LMPTP block,Scp1 inh,STEP block,MLLE-PAM2 inh,DNMT1 block,SUMO1-SIM PPI,NadD inh,Rpn11 block
O=C(NC1(C(F)(F)F)NC(=O)N(C2CCCC2)C1=O)C1CC1 (centres undefined),-3,-1.1,0.0,-9,4,7,2,1,4,i
Cc1cc(CN2CCC(n3nccc3NC(=O)c3ccccc3Cl)CC2)cc(C)c1O,4,0.3,-8.1,-7,-2,1,-1,5,1,i
COc1ccc(CCNC(=O)c2ccc3c(c2)OCO3)cc1,4,-0.6,1.1,-8,3,-5,1,10,-3,i
CCC(NC(=O)Cn1cnc2c(=O)n(C)c(=O)n(C)c21)c1ccccc1 (centres undefined),-8,0.1,-0.8,0,1,-2,1,1,-3,i
CCn1c(=O)c(C(=O)NCCc2ccccc2)c(O)c2ccccc21,3,-1.0,-0.5,-18,1,-3,0,0,-4,i
Cc1ccc2nc(COC(=O)c3cccnc3Cl)cc(=O)n2c1,-3,1.0,-0.2,·,2,-3,0,-27,-4,i
CCOc1ccc(-n2c(SCC(=O)Nc3ccccc3C)n[nH]c2=O)cc1,0,-1.2,-0.9,-4,-2,-14,0,2,-3,i
CCn1c(SCC(=O)NC2CCCc3ccccc32)nnc1-c1ccncc1 (centres undefined),6,-0.9,-1.3,-4,-2,-8,0,-3,-3,i
COc1ccc2c(=O)cc(-c3cccnc3)oc2c1OC,3,-0.8,0.6,-2,0,-6,2,0,3,i
O=C(c1cc2c(ccc3ccccc32)o1)N1CCN(c2ncc(C(F)(F)F)cc2Cl)CC1,0,0.0,5.1,-3,1,9,3,-1,-3,i

(next part)
Compound,CSN deneddyl inh,Tb MetRS inh,LMPTP block,Scp1 inh,STEP block,MLLE-PAM2 inh,DNMT1 block,SUMO1-SIM PPI,NadD inh,Rpn11 block
CCc1ccc(-n2ccc(=O)c(C(=O)O)n2)cc1,3,-0.9,-0.3,1,-2,4,0,2,-2,i
COc1ccc(C)cc1N(C(=O)c1cccc(F)c1)c1nc2ccccc2s1,1,0.2,1.7,-30,-1,-18,-9,2,2,i
COc1ccc(/C=N/n2c(C)nc3ccccc3c2=O)cc1,-6,0.5,0.2,-3,-1,7,0,5,-4,i
CSCCC(NS(=O)(=O)c1ccc2c(c1)oc(=O)n2C)C(=O)NCc1ccccc1 (centres undefined),-2,-0.8,-1.2,-7,-1,-8,1,-3,-3,i
O=c1c2ccccc2nc(SCc2cn3ccsc3n2)n1-c1ccccc1,14,-0.6,1.8,5,1,-6,8,1,6,i
COc1ccc(-c2cc(C(=O)NC(C)c3ccccn3)c3ccccc3n2)cc1OC (centres undefined),-1,-0.1,0.5,1,-2,-77,-3,-12,0,i
CC1=C(C(=O)OCC2CCCO2)C(c2coc3ccccc3c2=O)C2=C(CCCC2=O)N1 (centres undefined),0,-0.1,-0.4,-1,-4,7,-4,5,5,i
COc1ccc(CCNC(=O)CN(c2ccc(OC)c(OC)c2)S(=O)(=O)c2ccccc2)cc1OC,1,-0.6,-1.2,1,1,-11,-1,0,-2,i
COc1ccc(-c2csc3nc(-c4ccc(C)cc4)oc(=O)c23)cc1OC,-3,0.2,13,41,14,18,85*,0,1,i
COc1ccccc1N1CCN(C(=O)COc2cc(C)cc(C)c2)CC1,-7,0.2,0.0,-6,3,-1,0,-1,4,i

Next results follow:
Compound,CSN deneddyl inh,Tb MetRS inh,LMPTP block,Scp1 inh,STEP block,MLLE-PAM2 inh,DNMT1 block,SUMO1-SIM PPI,NadD inh,Rpn11 block
CCCCN(C(=O)CCCSc1nc2ccccc2[nH]1)c1c(N)n(Cc2ccccc2)c(=O)[nH]c1=O,3,1.1,-0.7,-5,-5,-76,0,3,2,i
Cc1cn([C@H]2C[C@H](O)[C@@H](/C=C/C(=O)NCCc3cccs3)O2)c(=O)[nH]c1=O,2,0.0,-2.3,·,2,-2,5,4,-6,i
O=[N+]([O-])c1cccc(S(=O)(=O)N2CCN(c3ccccn3)CC2)c1,6,-0.5,-0.5,4,-5,-7,5,-19,-3,i
COc1cccc(C(=O)NCC(=O)N/N=C/c2ccc3c(c2)OCO3)c1,3,-0.6,-0.5,-10,-2,-1,1,-10,1,i
CCOC(=O)N1CCN(C2=C(NS(=O)(=O)c3ccc(NC(C)=O)cc3)C(=O)c3ccccc3C2=O)CC1,-2,-0.3,0.8,-2,3,25,-6,-30,2,i
O=C(Cn1nc(C(=O)O)c2ccccc2c1=O)Nc1cc(Cl)cc(Cl)c1,-7,-0.9,0.5,4,-2,0,4,2,5,i
Cc1ccc(S(=O)(=O)N(C)c2ccc3sc(C)nc3c2)cc1,3,-0.6,0.5,-5,3,3,-1,-4,-6,i
CCOc1ccccc1N1Cc2ccccc2C1,4,-0.6,-0.3,-3,-2,-12,14,-5,30,i
Cc1ccc(NCc2nc3ccccc3n2C)c(C)c1,-4,0.2,1.1,0,-1,3,-4,-5,-9,i
O=C(O)c1cccc(S(=O)(=O)NCC2COc3ccccc3O2)c1 (centres undefined),-1,-0.3,-1.0,-7,0,8,3,-2,-2,i

Other structures follow.
Compound,CSN deneddyl inh,Tb MetRS inh,LMPTP block,Scp1 inh,STEP block,MLLE-PAM2 inh,DNMT1 block,SUMO1-SIM PPI,NadD inh,Rpn11 block
Cc1ccc(CN2CCN(Cc3cnc(N4CCOCC4)s3)CC2CCO)o1 (centres undefined),-5,-1.1,-1.4,-2,1,5,-1,1,-2,i
CCc1c(C(=O)Nc2ccccc2C(N)=O)csc1C,6,-0.4,1.3,-8,0,1,0,1,4,i
COc1cc([N+](=O)[O-])ccc1NC(=O)C1C2C=CC(C2)C1C(=O)O (centres undefined),-1,-0.4,1.0,-5,4,-4,-1,-14,-4,i
CCCCOC(=O)CSc1nc(N)c(C#N)c(-c2ccc(OCC)cc2)c1C#N,0,-1.1,0.8,-8,0,-29,-2,-5,-5,i
O=C(O)c1cc(NN=Nc2cccc(S(=O)(=O)O)c2)cc([N+](=O)[O-])c1,3,-1.6,2.1,8,0,10,4,-19,5,i
CC(CC(=O)Nc1nnc(C(C)(C)C)s1)c1ccccc1 (centres undefined),0,-1.1,-0.2,-2,-1,48*,2,3,-4,i
N#CC1=C(N)Nc2ncnn2C1c1ccc(F)cc1 (centres undefined),9,-0.6,-1.0,-7,-1,-3,1,-4,6,i
COc1ccc(CCNC(=O)C2(C)CCC(=O)N2Cc2ccc3c(c2)OCO3)cc1OC (centres undefined),3,0.5,-0.7,9,0,-18,0,1,4,i
NNC(=O)CCc1ccc(S(=O)(=O)N2CCOCC2)cc1,-1,0.3,-1.5,-3,2,-4,2,-3,-4,i
c1ccc(OCCOc2ncnc3sccc23)cc1,1,-1.1,-0.3,-7,-1,-5,-2,-2,-7,i
